Peg3 prom inh: reduces Peg3 promoter-driven luciferase expression in HeLa | HeLa PEG-Prom luciferase reporter, luminescence, overnight | inhibition, % at 20 µM | actives 1.7% (n = 360,000);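 active = inhibition of at least 50% at 20 µM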
NR2E3 ag-1: agonists of human NR2E3 nuclear receptor | CHO-S Gal4-NCOR/VP16-NR2E3 two-hybrid, luciferase | AID 602229 | actives 0.35% (n = 360,000) | Q9Y5X4 | inhibition of corepressor binding, % at 3.98 µM;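 active = inhibition above the mean of all tested compounds plus 3 SD, cut at about 70% in these data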;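 note: 0% = DMSO with NR2E3 transfected cells and 100% = cells lacking NR2E3 construct; higher means lower luciferase signal from less NR2E3 corepressor binding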
Target sequence (Q9Y5X4 whole entry, looked up, the tested form may be a part): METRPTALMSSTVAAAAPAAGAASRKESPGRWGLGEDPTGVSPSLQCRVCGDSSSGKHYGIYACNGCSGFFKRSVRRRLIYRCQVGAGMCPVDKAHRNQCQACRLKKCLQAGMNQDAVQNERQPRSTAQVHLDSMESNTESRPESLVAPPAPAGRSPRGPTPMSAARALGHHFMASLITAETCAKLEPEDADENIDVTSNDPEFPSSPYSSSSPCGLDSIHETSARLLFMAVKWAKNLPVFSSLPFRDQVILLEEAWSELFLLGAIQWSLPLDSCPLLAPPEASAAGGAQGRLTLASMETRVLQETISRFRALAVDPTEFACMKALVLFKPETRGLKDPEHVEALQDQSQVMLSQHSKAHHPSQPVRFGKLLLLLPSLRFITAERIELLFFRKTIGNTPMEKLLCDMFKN
HIF-2a block: inhibitors of HIF-2a | 786-0 RCC cells HIF-2a reporter, luciferase luminescence, overnight | inhibition, % at 18.8 µM | actives 0.72% (n = 360,000) | AID 624352;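 active = inhibition of the luminescence signal of 40% or more relative to plate controls, in a single-dose primary screen at 18.75 µM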
NR2E3 ag-2: NR2E3 (human) agonism. Q9Y5X4. actives 0.12% (n = 320,000). AID 2300. inhibition of corepressor binding, % at 4.78 µM. GST-NR2E3/biotin-RetCOR TR-FRET, 1536-well;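 active = percent inhibition above the cutoff of mean plus 3 SD of all tested compounds, set per screening campaign, cut at about 20% in these data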;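 note: 0% = DMSO wells and 100% = biotin wells as full block of FRET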
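Assay system: NR2E3–RetCOR corepressor complex. Quantity: 1.35 nM GST-NR2E3. Buffer or medium: pH 7.5 Tris-based buffer. Reagent: biotinylated RetCOR corepressor at 7 nM final. Schedule: 5 h at 4 °C. Detection: TR-FRET, emission read at 617 and 671 nm. Replicates: one well per compound, singlicate testing.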
hiPSC survival: increases survival of single human iPS cells | survival enhancement, % at 20 µM | actives 0.044% (n = 360,000) | hiPSC single-cell survival, ATPlite luminescence; 100% = ROCK inhibitor wells, 0% = DMSO | AID 602274; in the data active = survival enhancement above about 18%;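 note: cells exposed to compounds for 16 hours before the ATP read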
MITF TRPM1 inh: reduces MITF-dependent TRPM1 promoter luciferase signal; SK-MEL-5 TRPM1 promoter luciferase, 24 h; inhibition, % at 12.5 µM; actives 0.83% (n = 330,000); AID 488899;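 active = mean inhibition across replicates of 60% or more, whatever share of single replicates reaches that level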; note: values of inactives mirror those of a sister screen read the other way
Vif inh: HIV Vif inhibition; HEK293T cells, Vif self-association by quenched fluorescence, imaging, 24 h; inhibition, % at 7.49 µM; AID 602346; actives 0.35% (n = 340,000); in the data active = inhibition above about 50%, passing the limit was not always enough; note: some results filed as inactive read as strong as hits
aDG glyco up: increases alpha dystroglycan glycosylation | Pro5-aDG cells, alpha-DG glycosylation AlphaScreen (IIH6); 0% Pro5, 100% B10-LARGE cell signal | actives 0.22% (n = 360,000) | activation, % at 10 µM;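 active = activation of at least 8% versus controls, or a plate z-score of at least 8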;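 note: Pro5 are CHO cells carrying HIG-tagged alpha-DG that lacks glycosylation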
Exocytosis inh: lytic granule exocytosis inhibition; actives 0.66% (n = 360,000); TALL-104 LAMP-1 surface exposure, flow cytometry; cells stimulated with thapsigargin and PMA; AID 651702; inhibition, % at 10 µM;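 active = inhibition above about 55%, limit read from the data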
PDI inh: inhibitors of human protein disulfide isomerase | actives 0.052% (n = 350,000) | P07237 | PDI insulin aggregation turbidity, A650, 90 min | inhibition, % at 10 µM;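 active = mean inhibition across replicates of 30% or more, whatever share of single replicates reach that level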;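 note: absorbance from insulin aggregation driven by PDI reduction with DTT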
Target sequence (P07237 whole entry, looked up): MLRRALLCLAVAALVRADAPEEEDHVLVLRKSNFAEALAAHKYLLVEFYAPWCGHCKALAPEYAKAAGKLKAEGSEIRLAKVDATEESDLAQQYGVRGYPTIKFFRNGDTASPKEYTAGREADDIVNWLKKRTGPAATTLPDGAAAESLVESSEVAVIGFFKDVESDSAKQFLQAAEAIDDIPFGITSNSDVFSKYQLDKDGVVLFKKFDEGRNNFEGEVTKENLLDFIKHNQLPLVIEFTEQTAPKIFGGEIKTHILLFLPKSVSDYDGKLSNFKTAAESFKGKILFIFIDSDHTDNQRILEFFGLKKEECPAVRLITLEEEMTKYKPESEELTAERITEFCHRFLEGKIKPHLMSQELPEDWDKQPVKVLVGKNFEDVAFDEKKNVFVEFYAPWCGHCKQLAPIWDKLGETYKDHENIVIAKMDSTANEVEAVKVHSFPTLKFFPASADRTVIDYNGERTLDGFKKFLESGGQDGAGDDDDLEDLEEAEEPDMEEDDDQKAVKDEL
CaV13 ICDI inh: Primary screen for inhibitors of IQ motif and Ca2+-dependent inactivation inhibitor domain binding in CACNA1D, Förster resonance energy transfer in living cells, …; HEK cells, CFP/YFP FRET ICDI-IQ, plate reader, 10 min; percent FRET-ratio fall versus neutral wells; actives 0.098% (n = 340,000); inhibition, % at 12.3 µM;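 active = mean replicate inhibition of at least 30% and at least 1% of replicates passing that level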;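 note: 0% = median of the neutral control wells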
Starred values were filed as active, the others as inactive; . = not tested or not shown. Hits appear at their usual frequency. About 3.5% of those tested had a hit in this group.

SMILES	Peg3 prom inh	NR2E3 ag-1	HIF-2a block	NR2E3 ag-2	hiPSC survival	MITF TRPM1 inh	Vif inh	aDG glyco up	Exocytosis inh	PDI inh	CaV13 ICDI inh
COc1cc(C(=O)Nc2ccc3nc(N4CCN(C)CC4)cc(C)c3c2)cc(OC)c1OC	-36	-6	8	3	0.7	.	-12	0.4	16	-13	-19
Cc1ccc(C(=O)NC2(C(Cl)Cl)N=C(c3ccccc3)N=C2N)cc1 (configuration not stated)	5	14	7	3	0.3	-7	-4	0.1	-3	10	0
CC1CN(Cc2ccco2)C(=S)NC1=O (configuration not stated)	-5	-22	1	.	-2.4	15	16	-0.2	-36	8	-5
Cc1cc(C)c2c(c1)/C(=c1/sc3n(c1=O)CN(c1ccccc1)CN=3)C(=O)N2	26	6	11	1	-0.3	7	0	-0.4	2	-4	-6
O=C(CCN1C(=O)/C(=C\c2ccccc2)SC1=S)NNC(=O)c1ccccc1O	6	8	11	-2	0.0	10	-14	0.0	15	-4	-7
Cc1ccccc1NS(=O)(=O)c1ccc(C(=O)N2CCCCCC2)cc1	-3	22	10	2	1.9	4	-8	0.4	0	15	-2
Nn1c(SCC(=O)N2CCCc3ccccc32)nncc1=O	-29	-48	-25	2	-0.2	6	-3	0.3	-1	-7	-6
O=C(CSc1nnc(-c2ccco2)o1)c1ccccc1Cl	-95	-25	-106	2	0.6	-40	-2	0.5	-3	-7	-3
O=C(O)C1C2C=CC(O2)C1C(=O)NC1CCCc2ccccc21 (configuration not stated)	8	-16	-2	-5	-2.1	7	7	0.0	6	-5	-5
N#CC12C(N)=NC3(OCCO3)C1(C#N)C1=C(CCC1)NC2c1ccccc1 (configuration not stated)	22	0	-3	1	7.5	11	-3	0.1	-3	8	-5
CCSc1nnc2ccc(-c3ccco3)nn12	1	-9	13	-1	-0.6	-2	4	0.0	-4	-1	-2
CCOc1ccc(N(CC(=O)NCCc2ccccc2)C(=O)c2csnn2)cc1	-65	-28	-90	10	0.1	-15	-16	0.1	-7	8	-3
CCN(CC)CCNC(=S)Nc1ccc2nc(N3CCN(CC)CC3)cc(C)c2c1	13	28	10	-3	-0.7	-19	8	0.0	7	-6	-22
C[n+]1ccn(CC(=O)c2cccs2)c1	19	-8	13	-2	1.5	-3	-10	0.0	-4	2	-7
COC(=O)/C=C/c1cc(F)ccc1S(=O)(=O)NC(C)(C)C	-2	5	-6	4	3.1	-5	-4	0.1	-4	-3	-5
CN(Cc1cc2ccccc2[nH]c1=O)S(C)(=O)=O	8	-23	6	0	1.6	-4	0	-0.1	-3	6	-5
NC(=O)C1(C(=O)O)OC1(c1ccc(Cl)cc1)c1ccccc1Cl (configuration not stated)	-11	18	3	.	0.5	-1	14	-0.1	-1	0	-5
Cc1ccc(-c2csc3nc(SCC(=O)N(C)C)n(Cc4ccccc4)c(=O)c23)cc1	25	-32	4	0	-0.9	41	-5	0.3	9	-9	-18
CCOC(=O)C1(Cc2cccc(OC)c2)CCN(Cc2cccc3cnccc23)CC1	10	22	12	-1	0.0	9	-3	0.5	-2	-12	-4
CCN1CCN(S(=O)(=O)c2cc(C)c(OC)cc2C)CC1	-4	-19	19	2	3.3	11	6	-0.1	-4	-3	-10

5 compounds from above, ordered by count of non-hydrogen atoms, falling.
SMILES	Peg3 prom inh	NR2E3 ag-1	HIF-2a block	NR2E3 ag-2	hiPSC survival	MITF TRPM1 inh	Vif inh	aDG glyco up	Exocytosis inh	PDI inh	CaV13 ICDI inh
Cc1ccc(-c2csc3nc(SCC(=O)N(C)C)n(Cc4ccccc4)c(=O)c23)cc1	25	-32	4	0	-0.9	41	-5	0.3	9	-9	-18
CCN(CC)CCNC(=S)Nc1ccc2nc(N3CCN(CC)CC3)cc(C)c2c1	13	28	10	-3	-0.7	-19	8	0.0	7	-6	-22
NC(=O)C1(C(=O)O)OC1(c1ccc(Cl)cc1)c1ccccc1Cl (configuration not stated)	-11	18	3	.	0.5	-1	14	-0.1	-1	0	-5
CN(Cc1cc2ccccc2[nH]c1=O)S(C)(=O)=O	8	-23	6	0	1.6	-4	0	-0.1	-3	6	-5
CCSc1nnc2ccc(-c3ccco3)nn12	1	-9	13	-1	-0.6	-2	4	0.0	-4	-1	-2

Next part:
SMILES	Peg3 prom inh	NR2E3 ag-1	HIF-2a block	NR2E3 ag-2	hiPSC survival	MITF TRPM1 inh	Vif inh	aDG glyco up	Exocytosis inh	PDI inh	CaV13 ICDI inh
COC(=O)Nc1nnc(-c2ccccc2OC)s1	-180	-64	-214	1	-0.3	-43	-7	0.0	1	4	-5
C=CCc1c(Cl)nc(C)nc1NCc1ccccc1	17	-21	20	2	-0.5	-7	-1	0.4	4	-6	-5
CC(/C=C/c1ccco1)=N/NC(=O)OC(C)(C)C	-81	-44	-35	-1	-4.0	-29	5	-0.6	2	5	-2
O=C(CCNC(=O)N1CC(=O)Nc2ccccc21)NCCc1ccc(Cl)cc1	-10	1	9	.	-0.3	.	-9	-0.1	-1	-7	-12
CC(C)C[C@@H]1COc2cccc(N3CCN(Cc4ccccc4F)CC3)c2S(=O)(=O)N1	.	0	16	.	1.1	.	.	0.1	0	.	.
CC1CN(S(=O)(=O)c2cccc(C(=O)Nc3ccc(N4CCCCC4)cc3)c2)CC(C)O1 (configuration not stated)	-8	5	15	.	-1.9	.	.	-0.1	0	-4	-12
Cc1ccc(F)cc1NC(=O)CSc1n[nH]c(N)n1	10	-44	10	.	5.1	-2	5	-0.3	-2	-5	-2
N#Cc1ccc(C23CC4(C2)[C@H](CN(Cc2ccc(-c5ccccc5)cc2)[C@@H]4c2ccccc2)C3c2ccccc2)cc1 (some centres not stated)	-9	-2	5	4	-3.3	6	-1	-0.3	-18	4	-6
CC(=O)c1cccc(OCC(O)CNCC2CCCCC2)c1 (configuration not stated)	5	3	13	.	-0.6	6	-11	0.1	6	12	-2
Cc1cccc(C(=O)OCC(=O)Nc2c(C)n(C)n(-c3ccccc3)c2=O)c1O	-7	-18	12	.	-0.4	-3	7	-0.1	11	3	-4
CCOCCCNC(=S)N1CCN(c2nc(-c3ccc(F)cc3)cs2)CC1	-13	-1	-8	0	-0.4	19	-32	0.4	13	4	-6
COc1ccc(S(=O)(=O)Nc2ccccc2-c2nnn(CC(=O)Nc3ccccc3OC)n2)cc1	23	-4	22	6	-3.7	-11	-3	1.5	4	4	-6
CCN1C(=O)[C@H]2[C@@H](c3ccc(-c4ccc(Cl)c(Cl)c4)c(OC)c3)N3CCCC[C@@]3(C(=O)OC)[C@H]2C1=O	32	10	15	.	-1.0	13	-4	0.4	5	-3	-4
O=S(=O)(Nc1cccc(S(=O)(=O)N2CCCC2)c1)c1ccc(Cl)s1	-3	1	11	4	0.0	4	-2	-0.4	0	9	-2
CC(C)C(OC(=O)c1cccs1)C(=O)NCCc1ccccc1 (configuration not stated)	17	-9	4	-3	-0.5	0	-4	-0.1	7	9	-19
COc1cccc(NC(=O)NC2CC(=O)N(c3ccc4c(c3)OCCO4)C2)c1 (configuration not stated)	3	43	6	-1	-0.5	3	6	0.0	4	-1	-16
CC(C)c1ccc(-n2cccc2/C=C2/C(=N)N3C=CSC3=NC2=O)cc1	32	-33	19	-1	2.2	0	3	-0.2	5	-1	-6
O=C(NCc1ccccc1)c1cc(C2COCCN2C(=O)c2ccc(Cl)cc2)on1 (configuration not stated)	6	1	12	.	1.2	.	1	-0.2	3	-4	-7
Cc1ccc(-c2noc(CN3CCN(C(c4ccccc4)c4ccccc4)CC3)n2)cc1	8	-15	6	0	-1.1	-3	-1	0.4	-2	-2	-5
CC(=O)Nc1ccc(S(=O)(=O)NCC2CCC(C(=O)N3CCCCCC3)CC2)cc1 (configuration not stated)	8	7	15	-2	-0.6	10	-6	0.0	9	-8	-6
O=C(Cn1cnc2ccccc21)NCCCN1CCOCC1	7	6	5	2	10	7	-3	-0.1	1	1	-7
O=C(NCCC(=O)N1CCN(S(=O)(=O)c2ccc(F)cc2)CC1)Nc1ccccc1	14	8	8	1	-0.1	-3	-3	-0.2	-1	4	-4
NNC(=O)c1nc[nH]c1C(=O)Nc1ccccc1	3	8	11	1	-0.3	0	8	-0.1	-9	-3	-2
CCN(CC)c1ccc(C(=O)N/N=C(\C)c2cccnc2)cc1	-5	12	7	-1	0.0	1	-2	-0.1	-4	-1	-9
Oc1ccc(C(=Nc2ccccc2)c2ccccc2)c(O)c1	9	0	7	.	-2.4	7	-9	-0.4	-1	3	-6
COc1ccc2c(c1)OC[C@H]1[C@H]2N2C(=O)CN(Cc3ccccc3)C(=O)[C@@]2(C)[C@H]1c1ccccc1	12	-1	5	.	4.8	9	4	0.1	-2	1	-10
COc1cc(OC)nc(Oc2ccc(N)c(C)c2)n1	30	0	11	2	0.9	-5	-11	0.0	-1	-1	-4
CC(C)(C)OC(=O)N1CCC2(CC1)Oc1ccc(Cl)cc1C(=O)C21CC(c2ccc(Cl)cc2)=NO1 (configuration not stated)	19	-6	14	-5	-0.6	-7	.	-0.5	1	5	-7
CCCNS(=O)(=O)c1ccc(OCC(=O)Nc2ccc3c(c2)OCCO3)cc1	8	-5	-7	0	0.9	6	0	-0.2	4	6	-5
CCn1cc(C(=O)N2CCn3c(nc4ccccc43)C2)c(=O)c2ccc(C)nc21	17	7	10	4	3.1	10	.	0.1	-4	0	-6
CCC(CC)NC(=O)COn1nnc2ccc(S(=O)(=O)N3CCOCC3)cc21	-5	6	-5	3	0.2	-3	8	0.1	1	-6	-6

Reformatted: entries from further up
SMILES | Peg3 prom inh | NR2E3 ag-1 | HIF-2a block | NR2E3 ag-2 | hiPSC survival | MITF TRPM1 inh | Vif inh | aDG glyco up | Exocytosis inh | PDI inh | CaV13 ICDI inh
O=C(Cn1cnc2ccccc21)NCCCN1CCOCC1 | 7 | 6 | 5 | 2 | 10 | 7 | -3 | -0.1 | 1 | 1 | -7
O=C(NCCC(=O)N1CCN(S(=O)(=O)c2ccc(F)cc2)CC1)Nc1ccccc1 | 14 | 8 | 8 | 1 | -0.1 | -3 | -3 | -0.2 | -1 | 4 | -4
NNC(=O)c1nc[nH]c1C(=O)Nc1ccccc1 | 3 | 8 | 11 | 1 | -0.3 | 0 | 8 | -0.1 | -9 | -3 | -2
CCN(CC)c1ccc(C(=O)N/N=C(\C)c2cccnc2)cc1 | -5 | 12 | 7 | -1 | 0.0 | 1 | -2 | -0.1 | -4 | -1 | -9
Oc1ccc(C(=Nc2ccccc2)c2ccccc2)c(O)c1 | 9 | 0 | 7 | . | -2.4 | 7 | -9 | -0.4 | -1 | 3 | -6
